Diaphorase act = compounds boosting diaphorase resazurin reduction – biochemical, uHTS, resorufin fluorescence, counter-screen for diaphorase-coupled primary assays, primary screen; AID 1229, 2008; actives 0.005% (n = 190,000); Diaphorase/resazurin coupled assay, 16 min; hits give high values; 1 = vehicle wells, 0 = NADH-free wells; activation factor at 20 µM;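 active = diaphorase activity raised at least twofold by the compound at 20 µM; inactive = activation factor below 2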
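Material: purified diaphorase enzyme from Clostridium kluyveri / Medium: HEPES pH 7.4 buffer with MgCl2 and Tween 20 / Schedule: enzyme reaction of 16 min at room temperature / Measured by: resorufin fluorescence, excitation 544 nm, emission 590 nm / Evaluation: rise in resorufin formation, marking diaphorase activation or chemical reduction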
TNAP inh noacc = human TNAP enzyme inhibitors, primary screen, biochemical, luminescent, no phosphate acceptor, uHTS; Alkaline phosphatase, tissue-nonspecific isozyme (Homo sapiens), P05186; purified TNAP, CDP-star luminescence, 30 min; inhibition, % at 20 µM; actives 0.26% (n = 200,000); AID 1012, 2008;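 active = tissue-nonspecific alkaline phosphatase inhibition above about 50% at 20 µM in the single-dose screen, limit read from the data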;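 also: 0% = DMSO negative control and 100% = EDTA positive control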
Target sequence (P05186 whole entry, looked up): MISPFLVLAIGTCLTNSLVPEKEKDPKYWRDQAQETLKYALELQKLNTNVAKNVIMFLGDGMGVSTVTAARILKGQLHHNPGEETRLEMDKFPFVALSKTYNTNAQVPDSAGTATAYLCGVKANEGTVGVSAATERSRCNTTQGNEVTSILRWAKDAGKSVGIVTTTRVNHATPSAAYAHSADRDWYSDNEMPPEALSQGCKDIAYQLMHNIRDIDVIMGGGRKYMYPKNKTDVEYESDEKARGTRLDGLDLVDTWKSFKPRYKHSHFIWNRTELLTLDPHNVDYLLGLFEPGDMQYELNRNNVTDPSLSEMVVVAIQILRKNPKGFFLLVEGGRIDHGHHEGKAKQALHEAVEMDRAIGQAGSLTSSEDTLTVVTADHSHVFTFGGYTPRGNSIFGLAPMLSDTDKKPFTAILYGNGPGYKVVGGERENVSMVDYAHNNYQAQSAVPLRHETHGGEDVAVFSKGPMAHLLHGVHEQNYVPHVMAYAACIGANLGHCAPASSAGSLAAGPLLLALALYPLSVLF
PMI activator = activators of human PMI, primary screen, biochemical, fluorescence intensity, near-Km mannose 6-phosphate | actives 0.005% (n = 190,000) | activation factor at 20 µM | purified human PMI, coupled resazurin fluorescence, 20 min; hits give high values; 1 = vehicle control, 0 substrate-free wells | AID 1214, 2008 | Mannose-6-phosphate isomerase (Homo sapiens), P34949;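 active = activation factor of 2 or more at 20 µM, relative to plate controls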
Target sequence (P34949 whole entry, looked up): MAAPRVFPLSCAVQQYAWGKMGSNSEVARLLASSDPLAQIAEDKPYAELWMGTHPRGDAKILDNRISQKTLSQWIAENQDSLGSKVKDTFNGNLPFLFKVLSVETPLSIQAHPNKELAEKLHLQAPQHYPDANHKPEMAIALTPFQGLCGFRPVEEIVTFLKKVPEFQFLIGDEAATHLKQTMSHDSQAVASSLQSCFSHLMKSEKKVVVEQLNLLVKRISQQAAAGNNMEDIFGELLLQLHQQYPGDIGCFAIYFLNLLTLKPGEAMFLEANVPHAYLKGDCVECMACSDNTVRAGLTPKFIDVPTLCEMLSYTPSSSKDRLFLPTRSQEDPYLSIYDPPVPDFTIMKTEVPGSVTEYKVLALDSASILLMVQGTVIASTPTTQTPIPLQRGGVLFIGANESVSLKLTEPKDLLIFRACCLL
bIAP activator = bovine intestinal alkaline phosphatase activators, primary screen, biochemical, bovine IAP, CDP-star luminescence; alkaline phosphatase, intestinal [Bos taurus]; purified bovine IAP, 30 min; hits give high values; fold of DMSO-control signal, blank-subtracted; activation factor at 20 µM; actives 0.17% (n = 200,000); AID 1016, 2008;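 active = activation factor of 2 or more at 20 µM, a signal rise over negative controls twice the positive control's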
Lmaj promast = Leishmania major promastigote growth inhibition, primary screen; inhibition, % at 10 µM; Leishmania major promastigotes, resazurin fluorescence viability; actives 9% (n = 200,000); in the data active = inhibition above about 50%;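 also: promastigotes grown with compound for 44 hours at 28 °C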
TNAP act hi DEA = TNAP activators at high phosphate acceptor level, primary screen, biochemical, luminescence, uHTS. Alkaline phosphatase, tissue-nonspecific isozyme (Homo sapiens), P05186. 200,000 tested, under 10 active. activation factor at 20 µM. purified TNAP, CDP-star luminescence, 1 M DEA, 30 min; hits give high values; 0 = EDTA background, 1 = DMSO-only activity. AID 1136, 2008;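 active = activation factor at least 2 at 20 µM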
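system = human TNAP | amount = enzyme diluted 1/800 final | reagent = 100 µM CDP-star substrate | signal = luminescent substrate turnover signal | dosing = one dose, 20 µM | benchmarks = EDTA negative control, DMSO positive control | measure = activation factor | timing = 30 min reaction, room temperature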
TNAP inh hi DEA = human TNAP enzyme inhibitors, primary screen, biochemical, luminescent, high phosphate acceptor level, uHTS; AID 1135, 2008; inhibition, % at 20 µM; Alkaline phosphatase, tissue-nonspecific isozyme (Homo sapiens), P05186; purified TNAP, CDP-star luminescence, 1 M DEA; actives 0.03% (n = 200,000);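 active = over 50% inhibition of tissue-nonspecific alkaline phosphatase at 20 µM in the single-dose screen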;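 also: plate controls were DMSO wells for no effect and EDTA-quenched wells as full inhibition for full effect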
Diaphorase inh = diaphorase inhibitors and chemical oxidizers, primary screen, counter-screen for diaphorase-coupled primary assays, biochemical, uHTS, resorufin fluorescence; inhibition, % at 20 µM; AID 1217, 2008; actives 0.69% (n = 190,000); diaphorase resazurin-to-resorufin fluorescence, NADH, 16 min; bacterial (C. kluyveri) enzyme, not human;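 active = primary screen inhibition at 20 µM above a set limit, cut at about 50% in these data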;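 also: plate controls were DMSO with full reaction for no effect and wells lacking NADH for full effect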
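Assay system – diaphorase enzyme from Clostridium kluyveri · Amount – diaphorase 0.14 U/mL (working solution) · Times – reaction incubation of 16 min at room temperature · Controls – No-NADH positive control and DMSO neutral control · Signal – resorufin fluorescence 544/590 nm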
PMI act hi M6P = human PMI activators, high substrate, primary screen, biochemical, fluorescence intensity, near-saturating mannose 6-phosphate; Mannose-6-phosphate isomerase (Homo sapiens), P34949; coupled PMI enzyme assay, resazurin fluorescence, 20 min; hits give high values; 1 = untreated enzyme, 0 = substrate-free blank; activation factor at 20 µM; actives 0.34% (n = 190,000);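 active = activation factor of 2 or more at 20 µM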
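Test system: Human PMI in coupled enzyme assay | Input: 15 ng/mL PMI | Medium: HEPES-buffered pH 7.4 with magnesium and detergent | Compound: One concentration, 20 µM, in 1% DMSO | Incubation: Enzyme reaction with compound 20 min at room temperature | Detection: Diaphorase-driven resazurin-to-resorufin fluorescence, excitation 544, emission 590 nm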
bIAP inhibitor = bovine intestinal alkaline phosphatase inhibitors, primary screen, selectivity assay for TNAP inhibitor project, biochemical, bovine IAP, CDP-star luminescence; alkaline phosphatase, intestinal [Bos taurus]; 190,000 tested, under 10 active; AID 1019, 2008; inhibition, % at 20 µM; purified bovine IAP, 30 min;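 active = over 50% inhibition of intestinal alkaline phosphatase at 20 µM in the single-dose screen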
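test system = bovine IAP enzyme | medium = DEA buffer 100 mM, pH 9.8, with MgCl2 1.0 mM, ZnCl2 0.02 mM | detection = luminescence | dosing = single compound dose of 20 µM, 2% DMSO final | incubation = 30 min reaction at room temperature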
* = called active by the depositor. No enrichment for hits; any-hit rate near 10%.

SMILES	Diaphorase act	TNAP inh noacc	PMI activator	bIAP activator	Lmaj promast	TNAP act hi DEA	TNAP inh hi DEA	Diaphorase inh	PMI act hi M6P	bIAP inhibitor
COc1cc(NC(=O)COC(=O)CNC(=O)c2ccc(C)cc2)c(C)cc1[N+](=O)[O-]	1	-25	1	1	-7	1	-2	1	1.1	-2
Cc1cccc(C)c1-n1c(SCC(=O)Nc2ccc(C(=O)O)cc2)nnc1-c1cccc(S(=O)(=O)N(C)C)c1	0.9	-2	1.1	1.1	-10	1	4	12	1	-11
CCNC(=O)COc1cc(C)c(Br)c(C)c1	1	7	1.1	1	-1	1	0	4	1.1	1
CCCCN(CC)C(=O)Cc1c(C(=O)O)[nH]c2ccc(Cl)cc12	0.7	7	1.1	1	-11	1.1	-7	30	1.1	-1
CC1(C)Cc2nc(N3CCCC3)c(C#N)cc2CO1	1	-15	1.1	1	-4	1	-4	-2	1.1	-1
O=[N+]([O-])c1ccc(Cl)cc1N1CCCC1	1	3	1	1.1	5	1	4	4	1	-12
CC(=O)N1CCN(Cc2nc3cc(NC(=O)COc4ccccc4)ccc3n2C)CC1	1	-11	1.3	1.1	-3	1	-3	-2	1.1	-6
Cn1c(CNC(=O)c2ccco2)nnc1SCC(=O)Nc1ccc(Br)cc1F	0.9	-8	1	0.6	-8	1	-4	7	1	38
COc1cc(CNCCNC(=O)c2nonc2N)ccc1OCc1ccc(Cl)cc1	1.1	-4	0.9	1.1	98*	1	-4	-10	0.9	-10
COCCCn1c(=O)/c(=C\c2ccccc2OC(F)F)s/c1=C(/C#N)C(N)=O	1	-8	1.1	1.1	-1	1	-2	-5	1	-5
O=C(CCCc1ccccc1)NCc1ccccc1	1.2	-4	1.1	1	-8	1	-4	-16	1	-4
Cc1ccc(S(=O)(=O)N(C)CCCC(=O)Nc2ccc(C)cc2C)cc1	0.9	-12	0.9	0.9	35	1	0	9	1	7
Cc1ccc(N(CC(O)COCc2ccco2)S(=O)(=O)c2ccc(C)cc2)cc1 (configuration not stated)	0.8	0	0.8	1	5	1	1	16	0.9	0
CCOC(=O)C(C)Oc1cccc2c(=O)n(CC(=O)Nc3ccc4c(c3)OCCO4)ccc12 (configuration not stated)	0.9	16	1	1	-9	1	-5	9	1	5
CC1(C)Cc2c(c(N3CCOCC3)nc3sc(C#N)c(N)c23)CS1	0.8	-10	0.8	0.9	-1	1	-2	20	0.9	15
CCOc1ccc(NC(=S)NCc2ccco2)cc1	0.7	-6	0.9	0.9	7	1	-2	33	0.6	9
COc1ccccc1S(=O)Cc1ccc(C(=O)NCCc2ccc(Cl)cc2)o1 (configuration not stated)	0.7	0	0.9	1	12	1	-4	29	0.8	3
COc1ccccc1N(C)S(=O)(=O)c1ccc(C(=O)OCC(=O)NCC(F)(F)F)cc1	0.9	-11	1.1	1	-10	1	-4	8	1	-4
COc1cccc(NC(=O)C(OC(=O)/C=C/c2ccc3c(c2)OCO3)c2ccccc2)c1 (configuration not stated)	0.8	-2	0.8	0.9	32	1	0	21	0.9	7
CS(=O)(=O)N1CCCC(C(=O)N2CCOCC2)C1 (configuration not stated)	0.8	-12	0.9	0.9	-4	1	0	16	0.9	8
Cc1nn(-c2ccccc2)c(Cl)c1/C=C1\SC(=S)NC1=O	0.7	-14	1	0.9	-1	1.1	-6	29	1.2	12
COC(=O)c1ccccc1S(=O)(=O)Nc1ccc(OC)nc1	0.9	17	1	0.9	-5	0.9	6	13	1.1	9
O=C(Nc1ccc2c(c1)OCO2)Nc1ccccn1	1	-8	1	1	3	1	2	0	0.8	2
Cc1c(C(=O)NCC2COc3ccccc3O2)oc2ccc(S(=O)(=O)N3CCOCC3)cc12 (configuration not stated)	0.8	5	0.9	1	41	1	-1	22	0.9	-1
C=CCn1c(-c2cccc(OCC)c2)n[nH]c1=S	0.8	19	1	0.8	2	1.1	-8	20	1	20
O=C(NCc1cccnc1)c1ccc(-c2cc3ccccc3oc2=O)cc1	1	-4	1	1	0	1	0	5	1	4
O=[N+]([O-])c1cccc(C2=NCCC(c3ccccc3)O2)c1 (configuration not stated)	1.1	-9	1	0.9	-2	1	-2	-6	1	8
COc1cc(C)nc(N2CCCC(C(=O)Nc3cc(Cl)ccc3OC)C2)n1 (configuration not stated)	0.8	0	0.8	1	2	1	-4	24	0.9	-5
Cc1ncsc1C(=O)Nc1nc2c(s1)CC(C)CC2 (configuration not stated)	0.9	-7	1	1.1	28	1.1	-6	9	1	-5
Cn1c(SCC(=O)NCc2ccc(F)cc2)nc2ccccc21	0.9	-12	1	0.9	12	1	-4	8	1	6
COC(C(=O)Nc1cc([N+](=O)[O-])ccc1C)c1ccccc1 (configuration not stated)	0.9	-13	1	0.9	0	1	-4	9	1	10
CCOC(=O)c1sc(NC(=O)c2ccncc2)nc1C	1	-10	1.2	1	-1	1.1	-6	-4	1.1	3
O=S(=O)(Nc1ccc2cn[nH]c2c1)c1ccccc1	0.9	-7	1.1	1.1	6	1	-1	7	1	-10
O=C1c2cccnc2C(O)N1Cc1ccco1 (configuration not stated)	0.9	-12	0.7	0.9	-8	1.1	-5	11	0.7	12
COC(=O)CCC/C=C1/SCC(NC(=O)c2ccccc2)C1O (configuration not stated)	0.9	-12	0.8	1	-5	1	-5	15	0.9	2
COn1c(=O)c(=O)n(OC)c2ccccc21	0.9	-15	1.1	0.9	0	1.1	-7	5	1	7
Cn1cccc1/C=C1\CCC/C(=C\c2cccn2C)C1=O	0.8	25	0.9	0.7	44	0.8	24	20	1	25
CCc1ccccc1N(CC(=O)N/N=C/c1ccc(OC(=O)OC)c(OC)c1)S(C)(=O)=O	0.9	-6	1	0.9	-1	1.1	-6	8	1	10
COC(=O)C1=C(C)N(CCc2ccccc2)C(=O)/C1=C\c1ccco1	0.9	10	1.1	1.3	23	0.9	15	13	1.1	-25
COCc1nnc(NS(=O)(=O)c2c(C)cc(C)cc2C)s1	0.9	-3	1.1	0.9	-4	1	-2	7	1.1	7

Continued, starting with the last four of the part before.
SMILES	Diaphorase act	TNAP inh noacc	PMI activator	bIAP activator	Lmaj promast	TNAP act hi DEA	TNAP inh hi DEA	Diaphorase inh	PMI act hi M6P	bIAP inhibitor
Cn1cccc1/C=C1\CCC/C(=C\c2cccn2C)C1=O	0.8	25	0.9	0.7	44	0.8	24	20	1	25
CCc1ccccc1N(CC(=O)N/N=C/c1ccc(OC(=O)OC)c(OC)c1)S(C)(=O)=O	0.9	-6	1	0.9	-1	1.1	-6	8	1	10
COC(=O)C1=C(C)N(CCc2ccccc2)C(=O)/C1=C\c1ccco1	0.9	10	1.1	1.3	23	0.9	15	13	1.1	-25
COCc1nnc(NS(=O)(=O)c2c(C)cc(C)cc2C)s1	0.9	-3	1.1	0.9	-4	1	-2	7	1.1	7
CCOC(=O)N1CCN(C(=O)CN(C)S(=O)(=O)c2ccc(OC)c(OC)c2)CC1	0.9	-10	1	1.1	-5	1.1	-8	8	1	-6
O=C(CN1CCCCC1)N1CCCc2ccccc21	0.9	-6	0.9	1	0	1	0	12	1	1
Cc1ccc2oc(=O)c(/C=C(\O)CC(C)C)nc2c1	0.8	10	1	1	5	1	3	20	0.9	1
COc1ccccc1NC(=O)N1CCCC1C(=O)Nc1ccc2c(c1)OCCO2 (configuration not stated)	1	-10	1	1	-4	1.1	-6	3	1.1	0
CCC1(c2ccc(F)cc2)NC(=O)N(CC(=O)c2ccc[nH]2)C1=O (configuration not stated)	0.9	-15	1	1	-2	1	0	5	1.1	2
CCN(CC(=O)NC1CCS(=O)(=O)C1)S(=O)(=O)c1ccc(C)c(C)c1 (configuration not stated)	1.1	6	1.2	1	55*	1	-4	-15	1.1	4
Cc1ccc(N2C(=O)CC(Sc3nc(-c4ccccc4)c4cc(Cl)ccc4n3)C2=O)c(C)c1 (configuration not stated)	0.8	-10	0.8	1.1	20	1	-3	18	0.9	-15
NC(=O)C1CCCN(S(=O)(=O)c2ccc(Br)cc2)C1 (configuration not stated)	1	-11	1	1.1	-6	1	-4	-2	1.1	-8
Cc1cc(C(=O)COc2ccc(C#N)cc2)c(C)n1-c1ccc2c(c1)OCO2	0.9	-17	1	0.9	43	1	-2	14	0.8	6
COc1ccc(NC(=O)CN2C(=O)C(C)SC(C)C2=O)c(OC)c1 (configuration not stated)	1	-29	0.9	0.9	-8	1	1	2	1	10
O=C(Nc1nnc(CCN2CCOCC2)s1)c1ccccc1	1	-5	1.1	0.9	-2	1.1	-8	0	1.1	8
N#Cc1ccccc1OCC(=O)NCC1(N2CCCCC2)CCCCC1	0.9	-10	1	1	-3	1	0	6	1	0
COc1ccccc1N1CCN(C(=O)CSc2nnc(-c3ccoc3C)o2)CC1	0.8	-8	1	0.9	9	1.1	-6	18	1	7
COC(=O)C(C)Sc1nc2c(c(=O)[nH]c(=O)n2C)n1CCCc1ccccc1 (configuration not stated)	0.7	-2	0.9	1	-5	1.1	-6	30	0.8	2
Cc1cc2nnc(SCC(=O)Nc3cc(S(=O)(=O)N4CCOCC4)ccc3Cl)n2c2ccccc12	0.5	-4	0.8	1	11	1	-2	48	0.9	2
CCn1ncc(Br)c1C(=O)N(C)C12CC3CC(CC(C3)C1)C2	0.9	-9	1	0.9	51*	1	-1	12	1	6

High-throughput results from PubChem.
